From PubChem
CHO-K1 Ca antag: counter-screen for M1 antagonists: effect in parental CHO-K1 cells; ATP-induced calcium, Fluo-8 fluorescence; inhibition, % at 3 µM; 360,000 compounds, 0.6% hits; AID 602250;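 active = inhibition above a per-plate cutoff, the plate's mean sample inhibition plus 3 SD, cut at about 24% in these data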;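 also: 0% = DMSO plus EC80 ATP and 100% = DMSO alone without ATP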
M1 PAM: human M1 muscarinic receptor positive allosteric modulators, primary screen, CHO-K1 cells, Fluo-8 calcium fluorescence, 1536-well | Muscarinic acetylcholine receptor M1 (Homo sapiens), P11229 | CHO-K1 hM1, ACh EC20; 0% = ACh EC20, 100% = maximal ACh | activation, % at 3 µM | 360,000 compounds, 0.088% hits; in the data active = activation above about 19%, passing the limit was not always enough
Target sequence (P11229 whole entry, looked up): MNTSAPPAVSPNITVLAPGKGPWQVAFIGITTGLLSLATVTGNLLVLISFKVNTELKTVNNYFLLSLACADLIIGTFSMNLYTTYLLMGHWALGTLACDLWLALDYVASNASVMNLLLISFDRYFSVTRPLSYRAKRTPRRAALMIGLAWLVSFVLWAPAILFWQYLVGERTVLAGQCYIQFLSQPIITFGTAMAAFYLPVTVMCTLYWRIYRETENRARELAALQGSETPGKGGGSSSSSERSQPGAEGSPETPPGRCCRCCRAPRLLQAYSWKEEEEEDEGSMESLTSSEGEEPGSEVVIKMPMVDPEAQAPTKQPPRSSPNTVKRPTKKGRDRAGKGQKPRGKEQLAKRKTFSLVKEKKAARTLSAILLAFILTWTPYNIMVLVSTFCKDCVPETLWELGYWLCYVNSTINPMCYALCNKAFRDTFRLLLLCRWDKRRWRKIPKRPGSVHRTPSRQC
M4 antag: human M4 muscarinic receptor antagonists, primary screen, CHO cells, Fluo-8 calcium fluorescence. Muscarinic acetylcholine receptor M4 (Homo sapiens), P08173. CHO-hM4 cells, ACh EC80. inhibition, % at 3 µM. 360,000 compounds, 0.73% hits. AID 624125, 2012;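 active = inhibition above its plate's cutoff, the mean inhibition of sample wells plus 3 SD, cut at about 27% in these data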;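 also: 0% = acetylcholine EC80 with DMSO and 100% = DMSO without agonist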
CHO-K1 Ca ag: counter-screen for M1 agonists: effect in parental CHO-K1 cells | Fluo-8 calcium fluorescence; scaled to maximal ATP response, vehicle zero | activation, % at 3 µM | 360,000 compounds, 0.48% hits | AID 602248, 2012; in the data active = activation above about 15%;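 also: untransfected CHO-K1 host cells lacking M1 receptor as counterscreen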
M4 ag: human M4 muscarinic receptor agonists, primary screen, CHO-K1 cells, Fluo-8 calcium fluorescence; activation, % at 3 µM; AID 624127, 2012; Muscarinic acetylcholine receptor M4 (Homo sapiens), P08173; CHO-K1 hM4/Gqi5; vehicle 0%, full acetylcholine response 100%; 360,000 compounds, 0.14% hits;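 active = activation above the run mean over all test wells plus 3 SD, cut at about 32% in these data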;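 also: peak over basal fluorescence ratio per well then scaled between controls; 0% = DMSO wells and 100% = acetylcholine at EC100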
OXTR potentiator: human OXTR potentiators, primary screen, fluorescence, CHO-OTR cells, Fluo-8 calcium | activation, % at 3 µM | AID 2445, 2010 | 320,000 compounds, 0.061% hits | Fluo-8 calcium fluorescence, potentiator mode; 0% = oxytocin EC15, 100% = EC100;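 active = activation above that plate's cutoff, the mean activation of tested compounds plus 3 SD, cut at about 6.6% in these data, passing the limit was not always enough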;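 also: 100% uses oxytocin at 75 nM as the full agonist control; some results filed as inactive read as strong as hits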
Target sequence (P30559 whole entry, looked up): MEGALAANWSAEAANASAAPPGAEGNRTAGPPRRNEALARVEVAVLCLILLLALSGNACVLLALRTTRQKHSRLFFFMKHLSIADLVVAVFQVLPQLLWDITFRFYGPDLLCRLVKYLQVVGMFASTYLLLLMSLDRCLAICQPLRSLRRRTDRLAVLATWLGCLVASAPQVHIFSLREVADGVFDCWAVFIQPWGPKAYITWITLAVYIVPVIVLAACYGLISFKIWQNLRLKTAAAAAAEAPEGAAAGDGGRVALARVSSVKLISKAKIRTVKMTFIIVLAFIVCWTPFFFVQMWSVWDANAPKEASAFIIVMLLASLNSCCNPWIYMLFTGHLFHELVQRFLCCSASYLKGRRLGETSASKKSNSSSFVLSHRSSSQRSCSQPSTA
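System: human OTR in CHO cells / Also added: sub-maximal oxytocin, roughly EC15 / Control set: EC15 oxytocin low, 75 nM oxytocin high / Schedule: 6 min compound pre-incubation at room temperature, 100 s kinetic read / Compound: single-point 3.0 µM / Replication: singlicate / Technique: Fluo-8 calcium dye fluorescence / Read-out basis: % activation of max/min ratio relative to oxytocin controls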
CHO parental Ca: ATP-evoked calcium signal inhibitors, parental CHO, primary screen, counter-screen for OX1R antagonist project, cell-based, fluorescence, Fluo-8 calcium dye | 330,000 compounds, 0.63% hits | parental CHO-K1, ATP-induced calcium, Fluo-8 fluorescence | inhibition, % at 5.6 µM | AID 463079, 2010;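 active = inhibition above that plate's mean sample inhibition plus 3 SD, cut at about 26% in these data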;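 also: 0% = ATP-challenged DMSO wells and 100% = DMSO wells without ATP; some compounds past the cut are filed as inactive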
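Material: Parental CHO cells | Reagent: ATP | Compound dosing: Single nominal dose of 5.6 µM per compound | Detection: Intracellular calcium via Fluo-8 no-wash fluorescent dye | Read-out: % inhibition of ATP-induced calcium mobilization | Benchmarks: Low control ATP plus DMSO, high control DMSO only | Replicates: Singlicate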
M1 antag: human M1 muscarinic receptor antagonists, primary screen, CHO-K1 cells, Fluo-8 calcium fluorescence, 1536-well; Muscarinic acetylcholine receptor M1 (Homo sapiens), P11229; CHO-K1 hM1, ACh EC80 antagonist; inhibition, % at 3 µM; 360,000 compounds, 1.3% hits; AID 588852, 2011;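 active = percent inhibition above its own plate's cutoff, namely the mean of that plate's compound wells plus 3 SD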;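 also: peak over basal fluorescence ratio during 140 s after agonist addition; 0% = ACh EC80 plus DMSO and 100% = DMSO alone without agonist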
CHRM1 agonist: human M1 muscarinic receptor agonists, primary screen, Fluo-8 calcium fluorescence, CHO-K1 cells, HTS. activation, % at 3 µM. 360,000 compounds, 0.33% hits. CHO-K1 hM1, agonist mode; 0% DMSO, 100% acetylcholine EC100;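 active = activation above the run's mean compound activation plus 3 SD, cut at about 16% in these data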;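 also: peak over basal fluorescence ratio within a 140 s kinetic read after compound addition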
Starred values were filed as active, the others as inactive; . = no result given.

structure,M4 antag,M4 ag,M1 PAM,CHO-K1 Ca ag,CHRM1 agonist,OXTR potentiator,CHO parental Ca,M1 antag,CHO-K1 Ca antag
CC(C)(C)c1ccc(/C=N/Nc2ccc(C(=O)O)cc2)cc1,-4,0,5,1.9,-2,-6,1,-3,-5
CCCn1ccc(O)c(Cc2ccc(Cl)cc2)c1=O,-8,1,10,0.7,-2,-7,-15,-9,-7
COc1ccc(/C=C(\C#N)C(=O)OCC(=O)Nc2c(C)cccc2C(C)C)cc1,8,0,-4,0.0,-7,0,-8,5,7
COc1ccc(-c2ccccc2C2=CC(=O)CC(C)(C)C2=O)cc1,-8,0,10,0.1,-3,.,.,-23,7
C=CCN1C(=O)S/C(=C/c2ccc(Sc3nc4ccccc4[nH]3)o2)C1=O,13,15,-14,11,-3,-9,27,18,26*
COc1cccc(N/C(N)=N/c2nc(C)cc(=O)[nH]2)c1,-7,2,5,0.0,-3,-1,-6,-11,-3
COC(=O)CCc1ccc(O)cc1,-8,1,10,0.4,0,0,-8,-19,-6
O=c1c2ccccc2on1-c1ccccc1,4,0,0,-0.2,-7,.,.,-3,13
CC(C)CCN1CCN(Cc2cc3ccccc3[nH]2)CC1CCO (stereo not given),0,1,12,16*,1,-2,-6,-3,12
Cc1ccc(F)c(NC(=O)/C(C#N)=C(\O)c2ccc(C(C)(C)C)cc2)c1,-6,0,-1,0.9,6,-12,-4,-3,5
COc1ccccc1NC(=O)N1CCc2[nH]c3ccc(Cl)cc3c2C1,-3,7,-1,0.3,22*,-11,-19,-4,-7
COc1cc2c(cc1OC)C(c1cc3cc(C)ccc3[nH]c1=O)N(C(=O)c1ccco1)CC2 (stereo not given),11,1,14,0.1,-1,1,-10,-10,-13
CCC(=O)N(Cc1cc2cc(OC)ccc2[nH]c1=O)c1ccc(C)cc1C,4,4,9,2.1,3,-11,-8,-14,4
Nc1ccc2c(c1)C(=O)c1cc([N+](=O)[O-])ccc1-2,0,1,1,-0.3,-4,.,.,-4,-6
N#CC1=C(N)Oc2n[nH]c(-c3ccc(F)cc3)c2C1c1cccc(OC(=O)N2CCOCC2)c1 (stereo not given),-4,0,10,0.2,-3,-11,-9,-30,-4
CCN(CC)C(=O)C(C)N(C#N)c1nc(SC)nc(N(C)C)n1 (stereo not given),-10,0,8,0.6,-5,3,-10,-3,-17
CCOCCCNC(=O)c1ccc2c(=O)n(CCCOCC)c(=S)[nH]c2c1,5,4,1,1.0,-2,-16,-2,10,-8
CCNc1nc(NCC)nc(N/N=C/c2ccc(Br)cc2)n1,-5,6,3,1.4,-4,4,-4,10,7
O=C(/C=C/c1ccc(O)c(O)c1)c1ccccc1O,4,7,4,3.2,1,-14,6,-7,-9
N#Cc1ccccc1S(=O)(=O)N1CCN(C(=O)[C@@H]2CCCN2C(=O)c2cccs2)CC1,-1,1,-10,0.1,-4,-6,-15,33*,8
CCn1nc(C)c(NC(=O)/C=C/c2ccc(OC)c(COc3ccc(Cl)cc3Br)c2)c1C,19,1,13,0.6,-4,-1,-7,-13,-7
O=C(Nn1cnnc1)c1csc2ccccc12,2,1,9,4.9,-4,-3,-3,-13,-15
O=S(=O)(c1cccs1)N1CCN(C/C=C/c2ccccc2)CC1,1,4,-1,4.6,0,-14,-18,-25,-5
CNc1nc(-c2c(C)n(C)c3ccc(OC)cc23)cs1,2,2,7,0.8,-4,5,-19,-1,0
CC(=O)Nc1ccc(S(=O)(=O)NC2(C(F)(F)F)NC(=O)N(c3ccc(Cl)cc3)C2=O)cc1 (stereo not given),-4,1,7,-0.5,2,-6,8,7,2
CCOC(=O)/C(=C/c1ccc(OC)cc1)NC(=O)c1ccco1,0,1,2,0.1,-3,0,-8,-4,7
Cc1cc(=O)n(CC(=O)Nc2cc(Cl)ccc2C)c(C(C)C)n1,-11,1,6,2.1,-2,-1,3,-6,-11
Cn1c(CNC(=O)CCNC(=O)c2cccc(F)c2)cc(=O)n(C)c1=O,2,1,9,1.3,-1,2,-2,-17,-7
CN1CCN(CC(=O)NC23CC4CC(CC(C4)C2)C3)CC1,3,1,5,0.1,-5,-2,-11,-13,-12
C=CCNC(=S)/N=c1/scc(C)n1C,1,0,-6,-0.4,-8,-8,-8,5,23
CCOc1ccc(CCNC(=O)CCn2cccc2)cc1OCC,0,0,8,0.1,-4,1,-20,-14,0
C/C(Cc1ccccc1)=N\NC(=O)CNC(=O)c1ccccc1Cl,-8,0,12,-0.3,-2,-4,-6,-16,-12
COc1ccc(-n2c(SCC(=O)Nc3nccs3)nc3c(c2=O)SCC3)cc1,-4,1,7,0.0,-2,1,-15,-7,-3
CCOC(=O)c1c(S(=O)(=O)NCC(C)c2ccccc2)c(C)n(C)c1C (stereo not given),-9,1,15,-0.2,-4,-14,-2,-11,-2
O=C(O)c1ccc2c(c1)C(=O)N(c1nccs1)C2=O,-4,0,-7,0.1,0,3,-8,20,12
N=c1c(S(=O)(=O)c2ccc(Br)cc2)cc2c(=O)n3ccccc3nc2n1Cc1ccccc1,-8,0,5,0.5,-2,-4,-10,-7,-10
CC(=O)Nc1ccccc1/C=C/c1ccc2c(C)cc(C)c(O)c2n1,-1,0,11,0.0,-5,-6,-8,-12,-3
N#Cc1ccccc1N=Cc1ccc(Br)cc1,-3,0,9,0.5,-7,-1,0,-6,-5
Cc1ccc(NC(=O)CN2C(=O)N/C(=C/c3cc(C)n(-c4cccc(C(=O)O)c4)c3C)C2=O)cc1,1,1,1,0.0,-7,.,.,7,3
CC(C)NS(=O)(=O)c1ccc(CCC(=O)Nc2ccc3c(c2)OCCO3)cc1,1,0,7,0.3,-8,2,-5,-9,6
CC(C)c1ccc(/C=N\NC(=O)c2ccc(Cn3cccn3)o2)cc1,10,2,-1,0.9,-3,-4,-5,2,-4
CN(Cc1ccccc1)C(=O)c1ncn(Cc2ccccc2)c1C(=O)N(C)Cc1ccccc1,10,21,-9,7.3,2,-5,-24,22,0
CCOC(=O)c1cc(-c2ccccc2)nc2ccc(C)cc12,0,-1,6,0.0,0,-9,-19,-13,-13
O=C(c1ccccc1)N1CCN(c2ncnc3c2cnn3-c2ccccc2)CC1,-6,3,4,1.8,-1,-7,-5,-2,-11
COc1ccc(-c2nnc(CSc3nc4ccccc4c(=O)n3C)o2)cc1OC,-1,1,6,1.2,-5,0,-7,-6,-4
COc1ccc(N(C)C(=O)c2cc3c(s2)-c2c(C)cccc2OC3)c(OC)c1,3,-1,10,1.1,1,-9,-11,-5,-9
Cc1ccccc1NC(=O)Cc1nnc(SCC(=O)N2CCOCC2)n1C,-1,0,2,0.3,-3,4,-5,-3,-5
CC(NC(=O)CCC(=O)NC(C)c1ccccc1)c1ccccc1 (stereo not given),-3,1,20,0.0,2,5,-12,-15,-1
O=C(c1ccc([N+](=O)[O-])cc1)N1CCN(c2ncccn2)CC1,2,1,3,0.2,-4,3,-5,-10,-10
CC(=C1C(=O)c2ccccc2C1=O)N1CCN(CCN=CC2=C(O)CC(C)(C)CC2=O)CC1,3,-1,4,0.3,-7,-1,3,-5,-4
COC(=O)C1=C(C)N(c2ccc(C)c(C)c2)/C(=C/c2ccc(O)cc2)C1=O,-3,1,7,0.5,0,-11,-2,-6,9
N#CC(C(=O)NCCc1ccccc1)c1nc2ccccc2nc1N1CCOCC1 (stereo not given),-11,0,9,0.2,-1,5,-21,-3,-7
O=C(CN1C(=O)NC2(CCCC2)C1=O)N1CCN(S(=O)(=O)c2ccccc2)CC1,0,1,10,0.0,-5,-1,-9,-18,-16
CN(Cc1ccccc1)C(=O)C1CCN(S(=O)(=O)c2ccc(-n3cnnn3)cc2)CC1,0,2,7,1.4,-7,-4,5,-14,-7
Cc1ccc(-c2n[nH]c3c2C(c2cccc(O)c2)N(c2ccc(C(=O)O)cc2)C3=O)cc1 (stereo not given),1,0,2,-0.6,-3,-1,-5,0,-4
O=C(COC(=O)c1ccc(Br)c(S(=O)(=O)N2CCOCC2)c1)NCCc1ccccc1,0,8,1,4.0,-2,1,-19,-20,-11

(further entries)
structure,M4 antag,M4 ag,M1 PAM,CHO-K1 Ca ag,CHRM1 agonist,OXTR potentiator,CHO parental Ca,M1 antag,CHO-K1 Ca antag
O=C(CCc1ccccc1)NNC(=O)Cc1ccccc1,5,1,5,0.2,-4,-6,2,-1,-10
Cc1ccc(-c2nnc(C)c(N3CCCC3)n2)cc1,-6,0,14,0.3,-9,-15,-15,-8,-10
COc1cc(C)c(NC(=S)Nc2ccc(C)c(Cl)c2)cc1OC,-15,2,-10,-0.9,-7,-1,-10,16,21
O=C1CC(c2ccccc2)CC(O)=C1C=NCc1ccc(Cl)c(Cl)c1 (stereo not given),12,0,0,0.3,-5,-4,-3,1,1
CC1CCCCN1C(=O)CCC(=O)Nc1nnc(C(F)(F)F)s1 (stereo not given),-9,1,13,8.4,4,-5,-26,-6,11
CCOc1ccc(CNC(=O)C2CC(=O)N(C3CCCC3)C2)cc1OC (stereo not given),4,0,7,0.5,-5,3,-8,2,-4
O=C(O)c1cccc2c1C(=O)c1ccc(-c3ccc(F)cc3OCc3ccccc3)cc1S2(=O)=O,-6,0,6,-0.8,-8,0,-15,-9,9
Cc1nn(-c2ccccc2)c(C)c1NC(=O)CCl,4,1,4,0.8,2,-7,-4,-6,1
O=C(/C=C(\c1ccccc1)n1cncn1)c1ccccc1,4,0,-8,0.5,-2,-4,-8,12,-13
COc1ccc(NC(=O)N(C)C[C@H]2Oc3ccc(NS(=O)(=O)c4cn(C)cn4)cc3C(=O)N([C@H](C)CO)C[C@@H]2C)cc1,2,0,4,-0.1,-4,.,.,-5,-12
CCc1ccccc1NC(=O)c1cnc2scc(C)n2c1=O,-11,1,10,-0.2,-1,-5,-13,-11,-2
COCCN(CCOC)C(=O)c1ccc(CSc2nc3ccccc3s2)cc1,-7,9,11,5.6,7,-9,4,-9,-14
Cc1ccc(-n2nc(-c3ccc(OC(F)(F)F)cc3)cc2N)cc1C,-2,0,14,0.8,-3,-4,-8,-26,-5
